Tn6 DDE FP – disrupts Tn6 cyclic peptide binding to fibrin D-Dimer-E complex | 0.21% of 370,000 active | Fibrin DD(E) TRITC-Tn6 fluorescence polarization displacement | AID 720509 | inhibition, % at 8.3 µM;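 active = inhibition above a per-campaign cutoff: mean of compounds within control limits plus 3 SD, cut at about 15% in these data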;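 note: 0% = median of all compound wells on the plate and 100% = blocking peptide control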
ARFGAP1 inh – rat ARFGAP1 inhibition; 0.26% of 360,000 active; inhibition, % at 16.5 µM; Q62848; Arfgap1-stimulated ARF1 GTP hydrolysis, GDP FP detection; AID 651572;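 active = inhibition above a per-plate limit, mean inhibition of low control wells plus 3 SD, cut at about 25% in these data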;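 note: 0% = DMSO wells with enzyme and 100% = wells lacking Arfgap1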
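Material – truncated rat Arfgap1 GAP domain · Buffer or medium – HEPES-based buffer, pH 7.5 · Reagent – human ARF1(Δ1-17)-GTP substrate · Dosing – 16.5 µM single point, 1.26% DMSO · Schedule – GTP hydrolysis reaction 2 h at 25 °C · Technique – GDP detection by fluorescence polarization · Benchmarks – No-Arfgap1 wells (100%) versus DMSO full-reaction wells (0%) · Repeats – single replicate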
PLC-gamma1 inh – inhibitors of human phospholipase C gamma1; P19174; purified PLC-gamma1, fluorogenic substrate, fluorescence; inhibition, % at 12.2 µM; 0.84% of 370,000 active; AID 720700; in the data active = inhibition above about 9.5%
KLK7 zymogen act – activates the human kallikrein-7 zymogen; 0.9% of 370,000 active; purified proKLK7, EDANS-DABCYL substrate fluorescence; 100% is mature enzyme control, 0% vehicle; activation, % at 7 µM;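 active = activation above the mean of all tested compounds plus 3 SD, computed per campaign excluding outliers beyond control limits, cut at about 13% in these data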
Target sequence (P49862 whole entry, looked up): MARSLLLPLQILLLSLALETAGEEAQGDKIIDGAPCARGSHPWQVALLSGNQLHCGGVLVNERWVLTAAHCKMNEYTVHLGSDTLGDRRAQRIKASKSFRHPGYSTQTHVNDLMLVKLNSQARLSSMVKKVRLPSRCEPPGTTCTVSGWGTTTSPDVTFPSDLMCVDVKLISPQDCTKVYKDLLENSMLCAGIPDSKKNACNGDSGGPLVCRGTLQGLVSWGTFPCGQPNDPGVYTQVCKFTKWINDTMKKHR
TDP2 absorb – blocks human TDP2 phosphodiesterase activity. O95551. 0.34% of 370,000 active. inhibition, % at 12.8 µM. AID 720702. recombinant TDP2, T5PNP hydrolysis, p-nitrophenol absorbance 415 nm;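 active = inhibition above the mean of all tested compounds plus 3 SD, set per campaign, cut at about 25% in these data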;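 note: 0% = DMSO with enzyme and 100% = buffer with substrate but no TDP2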
Target sequence (O95551 whole entry, looked up): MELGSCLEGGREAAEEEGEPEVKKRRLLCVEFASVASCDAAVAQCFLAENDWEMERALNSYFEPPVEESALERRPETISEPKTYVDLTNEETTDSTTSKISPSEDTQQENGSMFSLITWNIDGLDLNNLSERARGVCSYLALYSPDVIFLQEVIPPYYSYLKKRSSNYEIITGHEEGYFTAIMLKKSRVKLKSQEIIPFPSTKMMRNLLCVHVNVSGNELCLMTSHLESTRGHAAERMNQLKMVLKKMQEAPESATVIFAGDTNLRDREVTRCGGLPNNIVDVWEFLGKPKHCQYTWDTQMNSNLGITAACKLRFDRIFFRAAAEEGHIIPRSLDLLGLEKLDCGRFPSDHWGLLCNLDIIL
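Incubation: 2 h at 37 °C; Test system: recombinant human TDP2; Quantity: enzyme 120 nM; Read-out basis: percent inhibition; Medium: 50 mM Tris-HCl pH 7.5 with Mg2+, KCl, DTT, BSA; Repeats: single replicate; Compound: 12.8 µM single point, 1% DMSO; Signal: epi absorbance; Reagent: 5 mM T5PNP chromogenic substrate; Benchmarks: no-enzyme high, DMSO-plus-enzyme low.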
ASAP1 GAP inh – inhibitors of human ASAP1 ArfGAP activity; Q9ULH1; ASAP1-stimulated ARF1 GTP hydrolysis, GDP FP detection; inhibition, % at 16.5 µM; 0.19% of 360,000 active; in the data active = inhibition above about 25%;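 note: 0% = vehicle with enzyme and substrate and 100% = no enzyme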
Target sequence (Q9ULH1 325-724 limits assumed): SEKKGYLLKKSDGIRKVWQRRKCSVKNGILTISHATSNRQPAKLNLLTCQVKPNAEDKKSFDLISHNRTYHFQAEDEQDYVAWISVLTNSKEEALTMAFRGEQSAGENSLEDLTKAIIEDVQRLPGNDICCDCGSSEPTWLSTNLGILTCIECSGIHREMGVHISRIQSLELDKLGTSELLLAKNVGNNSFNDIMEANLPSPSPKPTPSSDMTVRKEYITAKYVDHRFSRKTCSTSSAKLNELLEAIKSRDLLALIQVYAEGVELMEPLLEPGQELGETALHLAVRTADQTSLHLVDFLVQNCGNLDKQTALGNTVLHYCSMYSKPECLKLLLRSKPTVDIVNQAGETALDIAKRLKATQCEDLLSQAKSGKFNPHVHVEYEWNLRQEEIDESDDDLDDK
ADAM17 inh – inhibitors of human ADAM17 | P78536 | recombinant ADAM17, EDANS/DABCYL FRET peptide cleavage | 0.83% of 370,000 active | inhibition, % at 6.95 µM;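 active = inhibition above the mean of compounds lying between control limits plus 3 SD, set per campaign, cut at about 8.5% in these data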;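 note: 0% = DMSO-only wells as the low control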
DDE Tn7 FP inh – DD(E)-Tn7 binding inhibition, primary FP screen | P02675 | FP displacement of FITC-Tn7 peptide from fibrin DD(E); 0% = median of compound wells per plate | inhibition, % at 8.3 µM | 0.13% of 370,000 active;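 active = inhibition above the mean of compounds falling within the control limits plus 3 SD of them, cut at about 14% in these data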;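 note: 0% = plate median of compound wells and 100% = 10 µM Aha-Tn7 peptide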
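Also added: labelled Tn7 tracer, 0.1 µM; Assay system: human fibrin DD(E) protein; Amount: 2 µM fibrin DD(E); Schedule: 10 min compound pre-incubation, 3 h probe incubation at room temperature; Repeats: one replicate per compound; Read-out basis: percent inhibition; Measured by: fluorescence polarization of the labelled Tn7 tracer.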
ADAM10 inh – inhibits human ADAM10. O14672. recombinant ADAM10, EDANS/DABCYL FRET peptide cleavage, 3 h. inhibition, % at 7 µM. 0.62% of 370,000 active;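 active = inhibition above a per-campaign cutoff equal to the mean of compounds falling between control-based bounds plus 3 SD, cut at about 20% in these data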;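 note: 0% = DMSO wells while the 100% control is not disclosed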
LEDGF integ inh – blocks HIV-1 LEDGF/p75-dependent DNA integration | 0.64% of 370,000 active | TR-FRET IN-LEDGF/p75 DNA integration, Eu/Cy5 | AID 743269 | inhibition, % at 3.7 µM;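 active = inhibition above the screen-wide mean plus 3 SD, cut at about 13% in these data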;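 note: signal is the Cy5 over europium emission ratio at 671 and 618 nm; 0% = plate median of compound wells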
Active calls of the source: *; i = inactive; nt = no result given. Outcome played no part in choosing rows; 4.2% or so of the library scored in one or more.

SMILES	Tn6 DDE FP	ARFGAP1 inh	PLC-gamma1 inh	KLK7 zymogen act	TDP2 absorb	ASAP1 GAP inh	ADAM17 inh	DDE Tn7 FP inh	ADAM10 inh	LEDGF integ inh
O=C(OC(C(=O)NCc1ccc2c(c1)OCO2)c1ccc(Cl)cc1)c1ccco1 (centres undefined)	3.9	1.8	4.5	0.5	5.1	4.0	-0.7	-1.4	8.7	0.7
Nc1cn(C2OC(CO)C(O)C2O)c(=O)[nH]c1=O (centres undefined)	2.9	-5.3	-1.5	0.3	0.1	-1.6	-2.7	-0.9	4.0	3.7
Cc1ccc(NC(=O)CN(C)C(=O)c2cccc(S(=O)(=O)N3CCCC3)c2)cc1	0.4	-0.7	0.0	0.2	2.5	4.2	-3.0	-12.1	-9.5	-2.0
O=C1NC(=S)N/C1=C/c1ccc2c(c1)OCO2	4.5	-0.9	-0.9	-0.3	-3.1	-1.6	1.9	-1.8	-0.7	4.1
O=C(CSc1ccc(-c2cccc([N+](=O)[O-])c2)nn1)N1CCCCC1	-7.6	-11.7	13.9*	0.3	-17.9	5.5	3.3	-4.5	7.5	6.5
CCCCc1c(C)c(C#N)c2[nH]c3ccccc3n2c1=O	-3.6	-1.3	-15.0	-4.8	1.9	-2.2	-52.3	-1.6	-140.7	-1.6
CCc1[nH]c(=O)c(C#N)c2c1COC(C)(C)C2	1.0	15.2	-3.4	-0.6	-17.5	-5.3	-50.8	-5.9	-171.0	8.2
COc1ccc(NC(=O)CN(C)CC(=O)c2[nH]c(C)c(C(C)=O)c2C)cc1	-0.8	16.4	5.3	0.2	-16.7	5.4	1.3	-0.6	2.9	4.4
COc1ccc(OC)c(C(=O)COC(=O)C(CCSC)NC(=O)COc2ccccc2)c1 (centres undefined)	-0.2	-5.1	-29.1	-1.9	-12.1	-2.4	-2.8	2.5	0.9	-0.7
CCCNC(=O)c1cc(C2CCCCN2S(=O)(=O)c2ccc(OC)cc2)on1 (centres undefined)	2.9	-7.7	3.9	0.3	-5.1	-8.1	-3.1	3.3	-4.4	-3.9
C/C(=N\NC(=O)c1ccoc1C)c1cccnc1	3.2	-1.7	-4.7	-0.4	-3.0	-3.5	-1.4	4.2	-0.8	-1.9
O=C(CC1SC(N2CCCC2)=NC1=O)Nc1ccc(C(=O)N2CCN(c3cccc(Cl)c3)CC2)cc1 (centres undefined)	1.5	6.0	5.5	-0.2	-2.2	1.6	-2.0	2.6	8.8	0.5

Another view of 4 compounds above:
> O=C(CC1SC(N2CCCC2)=NC1=O)Nc1ccc(C(=O)N2CCN(c3cccc(Cl)c3)CC2)cc1 (centres undefined)
  Tn6 DDE FP = 1.5
  ARFGAP1 inh = 6.0
  PLC-gamma1 inh = 5.5
  KLK7 zymogen act = -0.2
  TDP2 absorb = -2.2
  ASAP1 GAP inh = 1.6
  ADAM17 inh = -2.0
  DDE Tn7 FP inh = 2.6
  ADAM10 inh = 8.8
  LEDGF integ inh = 0.5
> Nc1cn(C2OC(CO)C(O)C2O)c(=O)[nH]c1=O (centres undefined)
  Tn6 DDE FP = 2.9
  ARFGAP1 inh = -5.3
  PLC-gamma1 inh = -1.5
  KLK7 zymogen act = 0.3
  TDP2 absorb = 0.1
  ASAP1 GAP inh = -1.6
  ADAM17 inh = -2.7
  DDE Tn7 FP inh = -0.9
  ADAM10 inh = 4.0
  LEDGF integ inh = 3.7
> COc1ccc(OC)c(C(=O)COC(=O)C(CCSC)NC(=O)COc2ccccc2)c1 (centres undefined)
  Tn6 DDE FP = -0.2
  ARFGAP1 inh = -5.1
  PLC-gamma1 inh = -29.1
  KLK7 zymogen act = -1.9
  TDP2 absorb = -12.1
  ASAP1 GAP inh = -2.4
  ADAM17 inh = -2.8
  DDE Tn7 FP inh = 2.5
  ADAM10 inh = 0.9
  LEDGF integ inh = -0.7
> O=C1NC(=S)N/C1=C/c1ccc2c(c1)OCO2
  Tn6 DDE FP = 4.5
  ARFGAP1 inh = -0.9
  PLC-gamma1 inh = -0.9
  KLK7 zymogen act = -0.3
  TDP2 absorb = -3.1
  ASAP1 GAP inh = -1.6
  ADAM17 inh = 1.9
  DDE Tn7 FP inh = -1.8
  ADAM10 inh = -0.7
  LEDGF integ inh = 4.1

(continued)
SMILES	Tn6 DDE FP	ARFGAP1 inh	PLC-gamma1 inh	KLK7 zymogen act	TDP2 absorb	ASAP1 GAP inh	ADAM17 inh	DDE Tn7 FP inh	ADAM10 inh	LEDGF integ inh
Cc1cc(C)c2oc(C(=O)Nc3nnc(C(C)C)s3)cc(=O)c2c1	7.2	-6.6	3.4	-0.4	-0.9	-1.6	-0.2	2.4	-1.4	4.2
COc1ccc(N2CCN(C(=O)Cn3cnc4sc(C)c(S(=O)(=O)N5CCOCC5)c4c3=O)CC2)cc1	-1.7	-1.6	2.5	-0.1	-9.1	5.7	-3.3	6.1	5.4	-5.1
Clc1ccc([C@H]2OC[C@@]3(CNC4CCCCC4)CS[C@H](c4ccc(Cl)cc4)N23)cc1	-2.8	nt	1.3	-0.6	-1.8	nt	1.6	-4.3	9.6	5.7
COc1c(Br)cc([N+](=O)[O-])c(OC)c1C(=O)NC(=O)Nc1cc(Cl)cc(Cl)c1	9.3	8.8	-1.9	0.3	-3.5	2.6	1.1	-5.0	-11.8	-5.4
CCc1cccc(NC(=O)CCNC(=O)Cn2ccc3ccccc3c2=O)c1	-3.7	-0.9	-3.5	0.4	-2.9	3.7	-4.4	0.5	-11.9	-2.9
COC(C[C@@H]1O[C@H]1[C@@H](O)[C@@H](C)OCc1ccccc1)OC	12.6	0.1	0.1	0.0	2.2	-14.3	-0.5	4.0	-2.6	-3.1
Cc1ccc(NC(=O)COC(=O)c2ccccc2Nc2ccccc2)cc1	1.9	6.4	-5.7	-0.9	3.8	11.4	-0.9	4.0	-1.2	-0.6
COc1cc2c(cc1OC)C(c1ccccc1)N(C(=O)c1ccccc1)CC2 (centres undefined)	-0.7	-1.9	2.9	-0.3	-21.3	18.8	1.1	2.0	16.6	4.0
Cc1cc(C)n(CC(C)NCc2cn[nH]c2-c2cccc3ccccc23)n1 (centres undefined)	9.2	-14.2	6.9	0.0	-6.7	-4.7	5.0	-1.0	0.0	5.7
O=C(NCCN1CCOCC1)c1cc([N+](=O)[O-])cc([N+](=O)[O-])c1	-0.3	-7.5	-2.3	0.0	-2.3	-2.1	-0.4	0.8	10.9	-1.3
Cc1cc(C)nc(SCC(=O)NC(=O)c2ccccc2O)n1	8.2	3.3	1.3	-9.0	-10.4	2.6	-35.6	1.2	-128.0	-0.6
Cc1ccc(-c2nnn(CC(=O)N(Cc3cccs3)C(C(=O)NC3CCCC3)c3ccncc3)n2)cc1 (centres undefined)	-0.6	5.1	-5.5	0.2	7.6	-3.8	0.7	-0.6	9.0	0.3

Reprinted at random: two compounds from above, in no set order.
SMILES	Tn6 DDE FP	ARFGAP1 inh	PLC-gamma1 inh	KLK7 zymogen act	TDP2 absorb	ASAP1 GAP inh	ADAM17 inh	DDE Tn7 FP inh	ADAM10 inh	LEDGF integ inh
Cc1ccc(NC(=O)COC(=O)c2ccccc2Nc2ccccc2)cc1	1.9	6.4	-5.7	-0.9	3.8	11.4	-0.9	4.0	-1.2	-0.6
COc1cc2c(cc1OC)C(c1ccccc1)N(C(=O)c1ccccc1)CC2 (centres undefined)	-0.7	-1.9	2.9	-0.3	-21.3	18.8	1.1	2.0	16.6	4.0

Additional records
SMILES	Tn6 DDE FP	ARFGAP1 inh	PLC-gamma1 inh	KLK7 zymogen act	TDP2 absorb	ASAP1 GAP inh	ADAM17 inh	DDE Tn7 FP inh	ADAM10 inh	LEDGF integ inh
Cn1c(=O)[nH]c(=O)c2c1nc(NCc1ccccc1)n2CC(O)c1ccccc1 (centres undefined)	2.0	-5.2	-1.8	0.0	3.3	2.7	-5.4	0.5	-2.4	-0.8
Cc1sc(NC(=O)CSc2nnc(COc3ccc(Cl)cc3)n2C)c(C#N)c1C	-10.2	14.7	-1.2	0.0	17.0	-4.0	0.5	-8.5	5.7	0.3
COc1n[nH]c(C(=O)Nc2cc(Cl)ccc2Cl)c1[N+](=O)[O-]	1.3	4.6	4.7	-0.7	-6.6	0.8	1.2	-7.2	1.4	5.6
O=C(C1CCCN(S(=O)(=O)c2ccc(Br)s2)C1)N1CCN(c2ccccc2)CC1 (centres undefined)	-2.0	8.2	4.2	-0.1	-5.9	9.3	4.5	-10.0	6.0	3.9
COc1ccccc1CNC(=O)C(NC(=O)c1ccccc1C)C(C)C (centres undefined)	-4.3	-3.5	0.0	0.4	11.4	-6.5	-0.4	-0.1	0.8	0.5
COc1cccc(NC(=O)Cn2nnc(-c3ccccc3N)n2)c1	1.4	17.5	-3.2	0.4	5.0	-6.2	1.4	-0.1	-0.8	-4.5
C=CCNC(=O)NC(=O)c1csc([N+](=O)[O-])c1	-0.2	-8.0	2.2	0.4	5.4	-7.4	-1.4	-1.3	-0.6	1.2
CC1(C)C(=O)Nc2ccccc2N1C(=O)COC(=O)c1cc([N+](=O)[O-])ccc1N	-4.9	5.8	1.7	0.3	5.3	0.8	-1.1	-1.2	4.8	3.0
CCOC(=O)N1CCc2[nH]c3ccc(C)cc3c2C1	-4.0	12.4	-61.3	16.6*	20.6	-9.2	-10.2	3.2	-18.3	2.6
CCOC(=O)c1cccc(N/C=C/C(=O)c2ccc(OC)c(OC)c2)c1	0.0	-3.2	-31.9	-9.8	-3.6	1.6	-2.4	-2.4	1.1	0.0
COc1ccc(-c2oc3ccc(-c4ccc(OC)nc4)cc3c2-c2ccc(OC)cc2)cc1	0.8	3.5	-0.9	-0.6	-7.6	2.1	3.8	-7.5	0.3	1.3
Cc1cccn2c(=O)c3cc(C(=O)NCCN4CCOCC4)c(=N)n(CCc4ccccc4)c3nc12	-4.0	5.5	-308.4	35.1*	-3.9	-3.1	i	0.9	i	0.6
COc1ccc(N(C)S(=O)(=O)c2cccc(C(=O)NC3CCC(C)CC3)c2)cc1 (centres undefined)	-5.4	9.2	-0.6	0.4	1.2	-4.8	0.2	-6.3	-2.8	-3.4
Cc1ccc(C(=O)NCC(=O)N(C)CC(=O)Nc2ccccc2Br)s1	-4.1	-6.0	3.1	-0.3	2.0	-7.6	0.5	-2.7	0.5	-2.6
